ALOX12 inh – Primary qHTS assay for inhibitors of human arachidonate 12S-lipoxygenase (ALOX12): Round 2. purified 12hLO, xylenol orange hydroperoxide absorbance. AID 1671190, 2021. Potency, µM (top dose mostly 108 µM), for the others: at the highest dose activity change, negative = inhibition, hits mostly inhibitors. 1.1% of 580,000 active; note: potency is the fitted concentration of half-maximal effect; % is set by controls: 0 for no effect and ±100 for the full control effect
Target sequence (P18054 whole entry, looked up): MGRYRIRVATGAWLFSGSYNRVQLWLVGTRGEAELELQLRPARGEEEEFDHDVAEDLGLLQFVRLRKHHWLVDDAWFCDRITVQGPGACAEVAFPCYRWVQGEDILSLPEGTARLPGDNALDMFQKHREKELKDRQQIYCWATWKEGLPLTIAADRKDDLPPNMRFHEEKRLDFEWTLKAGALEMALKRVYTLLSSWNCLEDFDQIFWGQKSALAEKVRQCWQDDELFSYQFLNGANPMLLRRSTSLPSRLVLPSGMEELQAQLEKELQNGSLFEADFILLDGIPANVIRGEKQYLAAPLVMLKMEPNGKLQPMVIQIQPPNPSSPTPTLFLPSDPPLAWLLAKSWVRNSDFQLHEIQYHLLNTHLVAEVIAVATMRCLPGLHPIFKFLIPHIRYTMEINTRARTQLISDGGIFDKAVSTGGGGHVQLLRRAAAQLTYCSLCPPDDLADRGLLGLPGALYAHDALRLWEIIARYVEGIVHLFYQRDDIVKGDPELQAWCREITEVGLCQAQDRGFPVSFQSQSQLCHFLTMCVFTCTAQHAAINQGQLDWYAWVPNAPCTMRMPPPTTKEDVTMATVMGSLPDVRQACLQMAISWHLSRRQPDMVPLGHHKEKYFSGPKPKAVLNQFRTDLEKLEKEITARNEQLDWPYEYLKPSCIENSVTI
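Purified human 12hLO (150 nM final) in 25 mM Hepes, 0.01% Triton X-100, pH 7.0 was preincubated 15 min at room temperature with compound. Then 40 uM arachidonic acid was added, 30 min. Hydroperoxide was read by Fe-XO absorbance ratio 573/405 nm.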
Pol kappa inh – qHTS for Inhibitors of Polymerase Kappa; purified Pol kappa, fluorescent DNA synthesis assay, 10 min; 0.53% of 400,000 active; Potency, µM (titrated, usually from 107 µM), for inactives: top-dose activity, negative = inhibition, hits mostly inhibitors; DNA polymerase kappa (Homo sapiens), Q9UBT6; note: potency is the fitted concentration of half-maximal effect; % is set by controls: 0 for no effect and ±100 for the full control effect
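Kinetic fluorescence screen: compound preincubated 15 min RT with 10 nM enzyme; 50 nM substrate (final) initiates; reads at 0/10 min.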
ERG-DNA inh – qHTS for Small Molecule Inhibitors of the ERG Ets/DNA interaction; AID 624246, 2012; 0.028% of 370,000 active; fluorescence polarization, His-ERG Ets domain / labelled DNA; Transcriptional regulator ERG (Homo sapiens), P11308; Potency, µM (top dose mostly 76.9 µM), without a hit: top-dose FP activity, negative = inhibition, most hits filed as inhibitors; active = well fitted inhibition curve with a large enough effect in the polarisation, with a control signal flat; inconclusive = small, poorly fitted or top-dose-only effect, or effect the other way, or a change in a side signal; inactive = no such curve, though single readings can be large or run the other way; the % refers to the polarisation;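 note: polarization taken with two DNA probes labelled with fluorescein and Texas red; potency is the fitted concentration of half-maximal effect; % of control where 0% means no effect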
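His-tagged ERG Ets domain (1 uM in the protein solution; 300mM KCl, 50mM Tris-HCl, 1mM EDTA, 1mM DTT, pH 7.5) received compound, then a probe mix of 5 nM fluorescein-DNA and 100nM Texas-615-DNA. Fluorescence polarization was read for both dyes.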
LDHA block – qHTS assay for inhibitors of human lactate dehydrogenase. 0.15% of 480,000 active. purified LDHA, NADH/diaphorase-resazurin fluorescence; stronger effect = lower value. L-lactate dehydrogenase A chain (Homo sapiens), P00338. activity change, % (values are at about 110 or 230 µM); in the data active = activity change below about -30%; inconclusive = mostly about -25% to -30%;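 note: plate controls were DMSO wells for no effect and wells without enzyme for full effect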
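Resorufin fluorescence (ex540/em590), read at 0 and 20 min after diaphorase/resazurin addition, reports the NADH left after a 5 min room-temperature reaction of 2 nM human LDH5 with 0.06 mM NADH and 0.2 mM pyruvate.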
APEX1 inh – qHTS Assay for Inhibitors of the Human Apurinic/apyrimidinic Endonuclease 1 (APE1); 0.35% of 350,000 active; AID 2517, 2012; recombinant APE1, TAMRA/BHQ-2 abasic DNA cleavage fluorescence; Potency, µM (titrated, usually from 65.8 µM), for the others: top-dose activity change, negative = inhibition, usual class: inhibitors; DNA repair nuclease/redox regulator APEX1 (Homo sapiens), P27695;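 note: potency is the fitted concentration of half-maximal effect; plate controls were vehicle for no effect and reference inhibitor for full effect; nearly all actives have a fitted effect of over 55% in size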
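APE1 at 0.75 nM final was preincubated with compound 15 min at room temperature, then 50 nM double-stranded THF abasic-site substrate (5'-TAMRA/3'-BHQ-2) was added. Fluorescence (ex 525/em 598 nm) was read kinetically; third-minus-first read gave activity.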
RGS4 inh – Inhibitors of Regulator of G Protein Signaling (RGS) 4: qHTS; 0.039% of 390,000 active; Regulator of G-protein signaling 4 (Homo sapiens), P49798; Potency, µM (doses to about 114 µM), for inactives: at the highest dose activity change, negative = inhibition, usual class: inhibitors; Transcreener GDP fluorescence polarization, RGS4-accelerated GTP hydrolysis; note: potency is the fitted concentration of half-maximal effect; % is set by controls: 0 for no effect and ±100 for the full control effect; nearly all actives have a fitted effect of over 75% in size; some results filed as inactive show a strong effect at the top dose
Target sequence (P49798 whole entry, looked up): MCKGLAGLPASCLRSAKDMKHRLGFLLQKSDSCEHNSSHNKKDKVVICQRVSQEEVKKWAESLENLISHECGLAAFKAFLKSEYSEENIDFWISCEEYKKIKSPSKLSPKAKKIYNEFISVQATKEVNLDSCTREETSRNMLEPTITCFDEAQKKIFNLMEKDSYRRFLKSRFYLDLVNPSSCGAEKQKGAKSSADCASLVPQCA
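MLSMR compounds (23 nl, pin-transferred) preincubated 10 min at room temperature with a 500nM (2x) first reagent, then RGS4 at 900nM (2x) plus Transcreener GDP mix added; fluorescence polarization (620/688 nm) read before and after 90 min at 30 °C.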
POLB inh – qHTS Assay for Inhibitors of DNA Polymerase Beta; P06746; Pol beta primer extension/strand displacement, fluorescence kinetic; Potency, µM (titrated, usually from 114 µM), for inactives: top-dose activity change, negative = inhibition, actives largely listed as inhibitors; 1.3% of 340,000 active; AID 485314, 2010; note: potency is the fitted concentration of half-maximal effect; % is set by controls: 0 for no effect and ±100 for the full control effect
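Pol beta (10 nM) was preincubated with compound for 15 min at room temperature. The reaction was then started with 50 nM substrate and read immediately and after a further 10 min at room temperature.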
POLH inh – qHTS for Inhibitors of Polymerase Eta; Potency, µM (series often up to 114 µM), without a hit: at the highest dose activity change, negative = inhibition, usual class: inhibitors; 1.2% of 390,000 active; recombinant Pol eta, fluorescent DNA replication assay; DNA polymerase eta (Homo sapiens), Q9Y253; AID 588591, 2011; note: potency is the fitted concentration of half-maximal effect; % is set by controls: 0 for no effect and ±100 for the full control effect
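Fluorescent replication assay: 50 nM final substrate added after a 15 min room-temperature compound preincubation with 10 nM enzyme. Signal taken at 0 min and again at 10 min.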
Anesthetic bind – qHTS Assay for Identification of Novel General Anesthetics; Ferritin light chain (Equus caballus), P02791; apoferritin/1-aminoanthracene competitive binding, fluorescence; Potency, µM (doses to about 77.5 µM), for inactives: at the highest dose activity change, negative = displacement, hits mostly inhibitors; 0.074% of 350,000 active; note: potency is the fitted concentration of half-maximal effect; % is set by controls: 0 for no effect and ±100 for the full control effect; nearly all actives have a fitted effect of over 20% in size
Target sequence (P02791 2-175 limits assumed): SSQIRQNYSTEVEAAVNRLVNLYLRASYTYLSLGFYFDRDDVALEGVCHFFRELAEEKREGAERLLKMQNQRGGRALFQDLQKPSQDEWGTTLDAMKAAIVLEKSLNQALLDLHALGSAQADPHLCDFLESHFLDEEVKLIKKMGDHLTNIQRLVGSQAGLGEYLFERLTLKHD
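10 uM apoferritin + 50% sat. 1-AMA, PBS; cpd 10 min RT; Ex380/Em535 endpoint; normalized to free probe vs complex; 4-param Hill fit; propofol titration as pos. ctrl.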
* hit, by the source's call; ? = inconclusive; nt = no result given; & = joins results of further samples; [ ] = another dose, or the depositor's remark. Unless noted, calls come from the whole dose curve; as a rule, active = well fitted curve in the direction sought with a large enough effect; inconclusive = small, poorly fitted or top-dose-only effect, or another doubt; inactive = no such curve, though single readings can be large; an effect the other way counts as inactive or inconclusive. Only part of the results is shown (hit frequency here may not be typical).

SMILES	ALOX12 inh	Pol kappa inh	ERG-DNA inh	LDHA block	APEX1 inh	RGS4 inh	POLB inh	POLH inh	Anesthetic bind
CCn1c(CNC(=O)COc2ccc(C(C)C)cc2)nnc1SCC(=O)Nc1ccccc1C(C)C	12%	-14%	nt	-4	-2%	-11%	11%	-10%	-18%
O=c1oc2ccccc2c2c1nc(C(F)(F)F)n2-c1ccccc1	12%	4%	-5%	-8	2%	4%	8%	0%	-9%
Cc1cccc(CNC(=O)c2cccc(NC(=O)N3CCSc4ncccc43)c2)c1	-16%	-43%	3%	-2	nt	7%	-13%	-8%	-1%
COc1ccc(Cn2cc(C(=O)c3ccccc3)c(=O)c3cc(OC)ccc32)cc1	?	18%	-8%	3	1%	-6%	2%	-12%	-18%
Cc1ccc(S(=O)(=O)N2CCN(C(=O)CCC(=O)NC3CCCc4ccccc43)CC2)cc1 (centres undefined)	-3%	5%	0%	-3	-7%	-9%	14%	-5%	-19%
CN(C)CCN(C(=O)c1ccco1)c1nc2c(F)cc(F)cc2s1	?	-3%	10%	-13	nt	20%	10%	3%	-2%
Cc1cc(C)n2nc(C(=O)N/N=C/c3cccc(Cl)c3)nc2n1	-11%	-15%	6%	-8	2%	13%	-27%	11%	-8%
C=CCn1c(N2C(=O)CC(Cc3ccccc3)C2=O)nc2ccccc21 (centres undefined)	0%	-1%	-3%	0	-5%	-23%	1%	-4%	-19%
CN1CCN(c2ccc(NC(=O)COc3ccccc3)cc2Cl)CC1	277%[activator]	4%	5%	-1	3%	-25%	-7%	-10%	-22%
O=C(c1cnn2c(C(F)(F)F)cc(-c3ccco3)nc12)N1CCc2ccccc2C1	?	-9%	0%	-4	-2%	-7%	6%	-12%	-10%
COc1ccc(OC)c(NC(=O)CSc2nnc(-c3ccco3)n2-c2ccccc2)c1	-19%	-8%	nt	-1	4%	-30%	2%	0%	-10%
Cc1nc2sc(C(c3ccccc3)N3CC(C)OC(C)C3)c(O)n2n1 (centres undefined)	4%	-1%	0%	-4	0%	14%	3%	-9%	-6%
CC(C)N1CCN(Cc2ccc(Oc3ncccn3)cc2)CC1CCO (centres undefined)	-19%	10%	2%	-3	3%	-12%	-10%	-7%	-6%
CCOCc1nnc(NC(=O)CCS(=O)(=O)Cc2ccccc2)s1	-13%	-3%	10%	0	-4%	7%	22%	0%	30%
CCC(=O)N1CCc2cc(S(=O)(=O)CCC(=O)N3CCN(c4ccc(C(C)=O)cc4)CC3)ccc21	-13%&-13%	-11%&-3%	-3%&3%	-3&-2	24%	4%&9%	1%&1%	-16%&-10%	3%&0%
COC(=O)c1nn(-c2cccc(C(F)(F)F)c2)c(=O)cc1Sc1ccccn1	?	-5%	5%	-1	-3%	-9%	5%	-13%	-4%
Cc1ccc(-c2csc3ncn(/N=C/N(C)C)c(=O)c23)o1	25%	1%	0%	-2	0%	-11%	-4%	-14%	5%
Cc1cc(=S)n(-c2ccccc2)n1C	40%[activator]	-3%	-9%	1	-1%	-34%	0%	-15%	-15%
O=C(CNC(=O)c1cnccn1)Nc1ccc(F)c(F)c1F	72%[activator][57.4 µM]	0%	14%	3	-7%	-4%	22%	-4%	-5%
Clc1ccc(Oc2cnns2)c(Cl)c1	0%	-8%	-6%	-7	2%	2%	-2%	-6%	?

Retrieved by compound from the list above (three):
SMILES	ALOX12 inh	Pol kappa inh	ERG-DNA inh	LDHA block	APEX1 inh	RGS4 inh	POLB inh	POLH inh	Anesthetic bind
O=C(CNC(=O)c1cnccn1)Nc1ccc(F)c(F)c1F	72%[activator][57.4 µM]	0%	14%	3	-7%	-4%	22%	-4%	-5%
COc1ccc(OC)c(NC(=O)CSc2nnc(-c3ccco3)n2-c2ccccc2)c1	-19%	-8%	nt	-1	4%	-30%	2%	0%	-10%
Clc1ccc(Oc2cnns2)c(Cl)c1	0%	-8%	-6%	-7	2%	2%	-2%	-6%	?

Further records:
SMILES	ALOX12 inh	Pol kappa inh	ERG-DNA inh	LDHA block	APEX1 inh	RGS4 inh	POLB inh	POLH inh	Anesthetic bind
O=[N+]([O-])c1cc2c(cc1/C=N\NS(=O)(=O)c1ccccc1)OCO2	-20%	0%	nt	-4	-2%	?	-11%	-12%	-9%
COCCNC(=S)N(CCN(C)C)Cc1cc2cc3c(cc2[nH]c1=O)OCO3	-13%	0%	-1%	-7	5%	23%	14%	3%	-1%
COc1ccc(C(CC(=O)O)NC(=O)COc2ccc(C)cc2)cc1OC (centres undefined)	-3%	-4%	1%	-7	0%	-29%	39%[activator]	-12%	-12%
O=C(c1ccc2c(c1)OCO2)N1CCCc2ccccc21	-4%	1%	8%	-4	-11%	-15%	0%	9%	?
Cc1cccc(CSc2nc3sc(C)c(C)c3c(=O)n2Cc2ccco2)c1	0%	-16%	6%	0	4%	7%	1%	7%	-9%
C=CCN1C(=O)/C(=C/c2ccsc2)SC1=S	11%	-17%	5%	-12	1%	4%	12%	1%	-13%
Cn1c(=O)c2c(=O)cc(NNC(=O)CC#N)[nH]c2n(C)c1=O	?	12%	6%	5	0%	-8%[11.4 µM]	?	-10%	-3%
O=C(COc1ccc([N+](=O)[O-])cc1)Nc1ccccc1C(=O)NC1CC1	7%	-2%	3%	-8	49%[activator]	10%	nt	-6%	nt
CCOC(=O)CSc1nnc(Cn2c(=O)sc3ccccc32)n1C	261%[activator]	-11%	-6%	-19	19%	-1%	12%	-15%	-5%
CC(NC(=O)Nc1ccc2c(c1)OCO2)c1ccncc1 (centres undefined)	-9%	-12%	-5%	4	1%	19%	5%	-1%	-8%
CN(C)S(=O)(=O)c1ccc(NC(=O)N2CCN(c3ccccc3)CC2)cc1	-2%	-6%	-7%	-5	-5%	-3%	1%	-7%	-4%
O=C(NC(=S)/C(=C1\CCCCCN1)[N+](=O)[O-])c1ccccc1	nt	-5%	-3%	-8	10%	-28%	nt	-4%	nt
Cc1nnc(SCC(=O)Nc2cccc(S(N)(=O)=O)c2)n1-c1ccccc1	0%	1%	-7%	-12	27%	-3%	125%	-7%	-3%
CCCCN1C(=N)N([C@@H](C)CN2CCC[C@H]2CN2C(N)=NC[C@H]2C(C)C)C[C@H]1[C@H](C)CC	-2%	-1%	-6%	-2	8%	5%	nt	-4%	nt
CCOc1ccc(N2CC(C(=O)NCc3ccc4c(c3)OCO4)CC2=O)cc1 (centres undefined)	?	1%	-4%	-10	-18%	-12%	1%	-7%	0%
COc1ccccc1OCC(=O)Nc1c(C(=O)c2ccc(F)cc2)oc2ccccc12	-15%	2%	3%	3	nt	1%	0%	-8%	-5%
CC1CN(c2nc3ccccn3c(=O)c2/C=C(\C#N)C(N)=O)CC(C)O1 (centres undefined)	99%[activator]	-19%	12%	-1	-9%	4%	-4%	-5%	6%
COc1ccc(S(=O)(=O)n2nc(-c3cc(OC)c(OC)c(OC)c3)cc2N)cc1OC	?	-17%	10%	-1	-2%	3%	31%	?	-9%
CCCSCCCNC(=O)c1ccc(C)c(NC(=O)C2=C(C)OCCS2)c1	4%	1%	5%	0	-9%	11%	7%	-23%	-3%
COCCNC(=O)/C(C#N)=C/c1c(N2CCN(c3cccc(Cl)c3)CC2)nc2c(C)cccn2c1=O	7%	2%	?	-1	23%	?	-23%	-14%	15%
CC1(C)CC(=O)C=C(NCCN2CCN(C(=O)Nc3ccccc3)CC2)C1	0%	-5%	4%	-3	-2%	19%	3%	-5%	-2%
CC(=O)Nc1c(C)nn(-c2ccccc2)c1N1CCC(C(=O)Nc2ccc(F)cc2Cl)CC1	-24%	-4%[60.1 µM]	5%	0	nt	-34%	-23%	-20%	-8%

Just POLB inh, ERG-DNA inh and Anesthetic bind, for some of the entries so far:
Compound | POLB inh | ERG-DNA inh | Anesthetic bind
O=C(NC(=S)/C(=C1\CCCCCN1)[N+](=O)[O-])c1ccccc1 | nt | -3% | nt
Cc1nnc(SCC(=O)Nc2cccc(S(N)(=O)=O)c2)n1-c1ccccc1 | 125% | -7% | -3%
CCCCN1C(=N)N([C@@H](C)CN2CCC[C@H]2CN2C(N)=NC[C@H]2C(C)C)C[C@H]1[C@H](C)CC | nt | -6% | nt
CCOc1ccc(N2CC(C(=O)NCc3ccc4c(c3)OCO4)CC2=O)cc1 (centres undefined) | 1% | -4% | 0%
COc1ccccc1OCC(=O)Nc1c(C(=O)c2ccc(F)cc2)oc2ccccc12 | 0% | 3% | -5%

Screens: PubChem BioAssay, National Center for Advancing Translational Sciences (NCATS)
